Bioassay records deposited in PubChem by National Center for Advancing Translational Sciences (NCATS).
a7 integrin act: activators of alpha7 integrin expression for muscular dystrophy; alpha7betagal myoblasts, beta-gal FDG fluorescence, 48 h; Potency, µM (highest dose often 38.3 µM), for inactives: at the top dose activation, most hits filed as activators; 0.064% of 350,000 active; AID 624291;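 also: 100% = response of the positive control SU9516; nearly all actives have a fitted effect of over 60% in size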
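alpha7betagal+/- myoblasts (passage 13, 250/well) treated 48 h at 37C with compounds at 1:260 dilution of DMSO stock. Lysed, then beta-galactosidase activity read as FDG fluorescence (ex 480/em 540) after 30 min, with pre-read for autofluorescence.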
BRCA1 expr up: BRCA1 expression activation; MCF7-BRCA1-FFLuc reporter, luminescence, 48 h; response scale: scaled: vehicle 0%, 10 µM genistein 100%; Potency, µM (top dose mostly 46.1 µM), for the others: at the top dose activation, actives largely listed as activators; 1.1% of 380,000 active; AID 624202; also: nearly all actives have a fitted effect of over 80% in size; some results filed as inactive show a strong effect at the top dose
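Compounds are tested at multiple concentrations on MCF7 BRCA1-luciferase reporter cells seeded at 2000 per well; after 48 h, a single luminescence end-point is taken and curves fitted to the normalized data.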
* marks the source's active call; other numbers are inactive results; [ ] = dose if it differs, or a comment. Calls follow the shape of the dose curve; as a rule, active = well fitted activation curve with a large enough effect; inconclusive = small, poorly fitted or top-dose-only effect; inactive = no such curve, though single readings can be large or run the other way. Potency is read from the fitted curve at half-maximal effect.

SMILES	a7 integrin act	BRCA1 expr up
O=C(NNC(=O)c1ccco1)c1ccco1	2%	8%
OCC1OC(c2ccc(OCc3ccccc3)cc2OCc2ccccc2)C(O)C1O (configuration not stated)	5%	-3%
C[C@@H]1CN([C@H](C)CO)C(=O)c2cc(C#CC3CC3)cnc2O[C@H]1CN(C)S(C)(=O)=O	2%	4%
CC(C)c1ccc(Nc2nc(N3CCOCC3)nc(N3CCOCC3)n2)cc1	-11%	-4%
CCCCn1c(N)c(N(Cc2ccccc2OC)C(=O)C(C)Oc2cccc(Cl)c2)c(=O)[nH]c1=O (configuration not stated)	5%	-28%
O=C(N/C(=C/c1cccc(Br)c1)C(=O)N1CCCCC1)c1ccco1	-12%	-28%
COc1ccc([C@H]2C[C@@H](n3cc(COC(=O)c4ccccc4)nn3)[C@H](O)CN2C(=O)c2cccs2)cc1	-1%	4%
CCOc1ccc(NC(=O)c2cccc(S(=O)(=O)NCc3cccnc3)c2)cc1	-18%	-7%
Cn1cnnc1SCC(=O)N1CCc2ccccc2C1	-3%	3%
CN(C(=O)CCN1C(=O)/C(=C/c2ccc(F)cc2)SC1=S)C1CCS(=O)(=O)C1 (configuration not stated)	2%	-50%
CCOc1ccccc1NC(=O)CN(c1ccc(OC)c(OC)c1)S(=O)(=O)c1ccc(C)cc1	-13%	-26%
O=C(Nc1ccccc1)C1=C(Nc2ccccc2)CSC1	0%	-7%
CCOC(=O)N(C)C[C@@H]1OCc2cnnn2CCCC(=O)N([C@H](C)CO)C[C@@H]1C	-18%	-1%
Cc1ccc(OCCSc2nc3ccccc3n2CCC(=O)O)c(C(C)C)c1	-23%	-14%
COCCCn1c(C(=O)Nc2ccc3c(c2)OCO3)cc2c(=O)n3cccc(C)c3nc21	20%	-1%
O=C(Cn1nnc(-c2ccc(F)cc2)n1)NC(=O)NC1CCCCC1	-4%	-21%
CCOC(=O)CCC1(C(=O)OC)C(=O)CCCCCC=C1C(=O)OC (configuration not stated)	2%	-8%
O=C(Nc1ccn(CCCNC2CCN(Cc3ccccc3)CC2)c(=O)n1)OCc1ccccc1	-58%[inhibitor]	-44%
CCN(CC)C(=O)c1ncn2c1c(=O)[nH]c1ccccc12	0%	-12%
COc1ccc(S(=O)(=O)N2CCCCCC2)cc1NC(=O)Cc1cccc(C(F)(F)F)c1	-33%	-24%
Cc1cc(NC(=O)COC(=O)c2ccc(Cl)cc2)no1	-4%	7%
COCCCNC1=C(C#N)C(=O)NC(c2cccc([N+](=O)[O-])c2)S1 (configuration not stated)	18%	0%
C[C@H]1CN([C@@H](C)CO)C(=O)c2cc(Br)cnc2O[C@H]1CN(C)C(=O)c1ccccn1	10%	-10%
CC1=C(C(=O)N(C)C)CC(CC(=O)NCCc2ccccn2)C(=O)N1CCC1=CCCCC1 (configuration not stated)	-14%	2%
CCCC1NC(=O)c2cc3ccccc3cc2-n2c1nc1cc(Cl)ccc1c2=O (configuration not stated)	-12%	-21%
Cc1ccc(C(=O)NCc2ccc3c(c2)OCO3)c(Cl)c1	17%	79%
CN[C@H](C)C(=O)NC[C@H]1O[C@@H](n2ccc(N)nc2=O)[C@H](O)[C@@H]1O	1%	5%
O=c1[nH]cc(S(=O)(=O)N2CCN(c3ccc(F)cc3)CC2)c(=O)[nH]1	1%	-10%
O=C(O)C(=Cc1ccc([N+](=O)[O-])cc1)c1cccc(Cl)c1	-1%	-3%
COc1ccc(Cl)cc1C(=O)NC1CC(C)(C)NC(C)(C)C1	-19%	-3%
O=C1NC(Cc2ccccc2)c2nc3cc(Cl)ccc3c(=O)n2-c2ncccc21 (configuration not stated)	21%	9%
COc1ccccc1CN1CC(C(=O)NCCCCc2ccccn2)CCC1=O (configuration not stated)	-2%	-2%
Cc1ccn(CC(=O)NC2CCCN(Cc3ccccc3F)C2)n1 (configuration not stated)	-2%	9%
CC1(c2ccccc2)NC(=O)N(CC(=O)N2CCc3ccccc32)C1=O (configuration not stated)	6%	-20%
COc1cccc(CCNC(=O)c2cc(COc3cccc(OC)c3)on2)c1	6%	68%
C#CCN(C[C@H]1[C@H](OC(=O)NCc2ccccc2)[C@H](OC(=O)NCc2ccccc2)C[C@H]2C(=O)N(c3ccccc3)C(=O)[C@@H]12)S(=O)(=O)c1ccc(C)cc1	-2%	-6%
CC1CN(C(=O)COC(=O)c2cc(=O)[nH]c3ccccc23)CC(C)O1 (configuration not stated)	27%	-5%
CCN(c1ccccc1)S(=O)(=O)c1ccc(OC)c(NC(=O)c2ccco2)c1	-2%	-26%
Cc1onc(-c2ccccc2)c1-c1nnc(COC(=O)c2ccc(N(C)C)cc2)o1	-37%	-35%
C[C@@H]1CN([C@@H](C)CO)C(=O)CCCn2nncc2CO[C@H]1CN(C)S(=O)(=O)c1cccc(C#N)c1	2%	7%
CC1CN(C(=O)COC(=O)c2cncc(Br)c2)CC(C)O1 (configuration not stated)	-4%	4%
O=C(C=Cc1ccc2c(c1)OCO2)C1CC1	-20%	52%
CC(=O)c1c(C)[nH]c(C(=O)OC(C)C(=O)NC2CCCCC2)c1C (configuration not stated)	21%	-7%
CC1CCCCN1CCCNC(=O)c1ccc2c(c1)NC(=O)CN2C (configuration not stated)	10%	-2%
COc1ccc(S(=O)(=O)N(C)C[C@@H]2OCc3cnnn3CCCC(=O)N([C@H](C)CO)C[C@@H]2C)cc1	-9%	-7%
O=c1[nH]cc(CCc2ccccc2)c(=O)[nH]1	-5%	-7%
Cc1cc(Cl)ccc1C(=O)C1CCCN(C(=O)c2ccc3c(c2)OCO3)C1 (configuration not stated)	17%	-12%
Cc1ccc(S(=O)(=O)N(C)c2ccc(C(=O)NCC(c3ccco3)N3CCCC3)cc2)cc1 (configuration not stated)	4%	15%
COc1cccc(-c2n[nH]nc2C2=CC(=O)C[C@H](c3ccc(F)cc3)C2)c1	-1%	0%
CC(C)(C)C(=O)OCc1ccc(C2=CC(=O)CC(C)(C)C2=O)cc1	3%	6%
N#Cc1ccc(NC(=O)COC(=O)C2CCC2)cc1	5%	1%
COC(=O)c1ccc(CNC(=O)C(Cc2ccccc2)NC(=O)c2ccccc2)cc1 (configuration not stated)	-15%	-16%
COc1ccc(CC(=O)Cc2ccc(OC)c(OC)c2)cc1OC	13%	3%
CCc1cc2c(SCC(=O)NC3CCCC3)ncnc2s1	1%	5%
c1ccc(N=NC2=NN(c3ccccc3)CS2)cc1	-6%	4%
Cc1ccc(C(=O)NCC(=O)Nc2ccccc2C)o1	-15%	16%
COc1ccc(C(=O)C=Cc2ccc3c(c2)OCO3)cc1OC	-28%	2%
O=C(c1ccccc1)N(C(=O)c1ccccc1)c1ccccc1	-18%	4%
C[C@@H]1CN([C@H](C)CO)C(=O)CCCn2nncc2CO[C@H]1CN(C)S(=O)(=O)c1ccccc1F	-19%	-21%
Cc1ccc(-c2ccc(CN3C(C(C)C)C(=O)N(Cc4cn(Cc5ccco5)nn4)CCS3(=O)=O)cc2)cc1 (configuration not stated)	-53%[inhibitor]	-79%
The list goes on:
SMILES	a7 integrin act	BRCA1 expr up
COc1ccc(CN(C)CCCn2ccc(NC(=O)OCc3ccccc3)nc2=O)cc1OC	-3%	0%
COc1ccc(NC(=O)CCNC(=O)N2CC(=O)Nc3ccccc32)cc1	5%	0%
CCOC(=O)CCCCCC(=O)Nc1ccc2c(c1)C(=O)N([C@H](C)CO)C[C@@H](C)[C@@H](CN(C)C(=O)CCC(F)(F)F)OCCCC[C@H](C)O2	-3%	-11%
Cc1ccc(S(=O)(=O)NN=C2CC(C)(C)CC(=O)C2(C)C)cc1	-10%	2%
CCCCN1C(=O)C(CC(=O)NCCCN(C)C)CC(C(=O)N(CC)CC)=C1C (configuration not stated)	-2%	9%
COc1ccc(-c2csc(Nc3cccc(C)n3)n2)cc1OC	26%	2.8µM*
C[C@H](CO)N1C[C@H](C)[C@@H](CN(C)Cc2cccnc2)Oc2ncc(-c3cccc(C#N)c3)cc2C1=O	-2%	3%
O=C(CCSc1nc(-c2ccccc2)c(-c2ccccc2)o1)N1CCCCC1	-6%	-34%
C[C@H](CO)N1C[C@H](C)[C@@H](CN(C)C(=O)Nc2ccc(F)cc2)Oc2ncc(-c3ccc(F)cc3)cc2C1=O	7%	-10%
CCCC(=O)Nc1cc(OC)c(NC(=S)Nc2cccc(C)c2)cc1OC	11%	0%
O=C(c1cccs1)N1C[C@@H](O)[C@H](n2cc(-c3ccc(F)cc3)nn2)C[C@@H]1c1ccc(Cl)cc1	-24%	-35%
CN1CCN(c2ccncc2S(=O)(=O)N2CCCC2)CC1	-15%	-1%
CCN(CC)C(=O)C1=C(C)N(CCC2=CCCCC2)C(=O)C(CC(=O)NCCCN(C)C)C1 (configuration not stated)	9%	5%
C[C@@H]1CN([C@@H](C)CO)C(=O)c2cc(NC(=O)c3ccccc3)ccc2O[C@@H](C)CCCCO[C@@H]1CN(C)S(=O)(=O)c1ccc(F)cc1	5%	-25%
Cc1ccc(CNS(=O)(=O)c2ccc(-n3cccn3)cc2)cc1	16%	-2%
CN(C1CCCCC1)S(=O)(=O)c1ccc(SCC(N)=O)nc1	-8%	-8%
COc1ccc(N2C[C@H](C)[C@@H](CC(=O)Nc3ccc(Br)cc3)C2=O)cc1	1%	6%
O=C(CSc1ncn[nH]1)Nc1nc2c(F)c(F)c(F)cc2s1	18%	-5%
O=C(OCCOc1ccccc1)c1cc(S(=O)(=O)N2CCOCC2)c(Cl)cc1Cl	8%	-36%
CCN(CC)C(=O)C1=C(C)N(CCCN2CCCC2=O)C(=O)C(CC(=O)NC2CCCC2)C1 (configuration not stated)	6%	5%
Cc1ccc(-n2c(-c3ccc(Br)cc3)n[nH]c2=S)c(C)c1	-24%	0%
O=C(COC(=O)Cc1c(Cl)cccc1Cl)NCc1ccccc1	-4%	-4%
C[C@H]1CN([C@@H](C)CO)S(=O)(=O)c2ccc(C#CC3CC3)cc2O[C@@H]1CN(C)S(C)(=O)=O	6%	9%
Nn1c(SCC(=O)N2CCCC2)nnc1-c1cccs1	9%	46%
C=CCN(c1ccccc1OC)S(=O)(=O)c1ccc(Cl)c(C(=O)NCc2ccco2)c1	-12%	-14%
CC1CCC2(CC1)NC(=O)N(CC(=O)NCc1ccco1)C2=O (configuration not stated)	19%	3%
C[C@H](CO)N1C[C@H](C)[C@@H](CN(C)C(=O)c2cc(-c3ccccc3)on2)OCc2cnnn2CCCC1=O	11%	6%
C[C@@H]1CCCCO[C@H](CN(C)S(=O)(=O)c2cn(C)cn2)[C@H](C)CN([C@@H](C)CO)C(=O)c2cc(NC(=O)c3ccccc3)ccc2O1	21%	-1%
COc1ccc(S(=O)(=O)N(C)C)cc1NC(=O)c1ccc(OCC2CCCO2)cc1 (configuration not stated)	-23%	-13%
COc1ccc(NC(=O)C[C@H]2C(=O)N(CCc3ccccc3)C[C@@H]2CSC)cc1	1%	0%
O=C1NC(=O)C2C3OC(C(Br)C3Br)C12 (configuration not stated)	9%	9%
Cc1ccccc1OCC(=O)OCC(=O)NC1CCCC(C)C1C (configuration not stated)	18%	7%
COc1ccc(C(=O)N2CCc3ccccc3C2)cc1S(=O)(=O)N1CCCC1	-2%	-20%
COc1cccc(C(C)=NNc2ccc([N+](=O)[O-])cc2[N+](=O)[O-])c1OC	2%	0%
CSCCC(NC(=O)COc1ccccc1)C(=O)N(C)Cc1c(F)cccc1Cl (configuration not stated)	-5%	-24%
COc1ccc(C)cc1-n1c(SCC(=O)N2CCOCC2)nc2ccccc2c1=O	13%	4%
C[C@@H]1CN(Cc2nnnn2CC(=O)NCCCn2cccn2)C[C@H](C)O1	10%	0%
COc1ccc(C(C#N)=Cc2ccc(OC)c(OC)c2)cc1	26%	74%

This is a subset. The share of hits here may be higher or lower than overall.
